SRC2 inh = inhibits human steroid receptor coactivator 2; HEK293 GAL4-SRC2 luciferase reporter, luminescence; inhibition, % at 9 µM; 370,000 compounds, 0.17% hits;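 active means inhibition above the mean inhibition of all tested compounds plus 3 SD, set per campaign, cut at about 52% in these data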;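 further: 0% = DMSO treated cells and 100% = cells given Gossypol at 36 µM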
Target sequence (Q15596 whole entry, looked up, the tested form may be a part): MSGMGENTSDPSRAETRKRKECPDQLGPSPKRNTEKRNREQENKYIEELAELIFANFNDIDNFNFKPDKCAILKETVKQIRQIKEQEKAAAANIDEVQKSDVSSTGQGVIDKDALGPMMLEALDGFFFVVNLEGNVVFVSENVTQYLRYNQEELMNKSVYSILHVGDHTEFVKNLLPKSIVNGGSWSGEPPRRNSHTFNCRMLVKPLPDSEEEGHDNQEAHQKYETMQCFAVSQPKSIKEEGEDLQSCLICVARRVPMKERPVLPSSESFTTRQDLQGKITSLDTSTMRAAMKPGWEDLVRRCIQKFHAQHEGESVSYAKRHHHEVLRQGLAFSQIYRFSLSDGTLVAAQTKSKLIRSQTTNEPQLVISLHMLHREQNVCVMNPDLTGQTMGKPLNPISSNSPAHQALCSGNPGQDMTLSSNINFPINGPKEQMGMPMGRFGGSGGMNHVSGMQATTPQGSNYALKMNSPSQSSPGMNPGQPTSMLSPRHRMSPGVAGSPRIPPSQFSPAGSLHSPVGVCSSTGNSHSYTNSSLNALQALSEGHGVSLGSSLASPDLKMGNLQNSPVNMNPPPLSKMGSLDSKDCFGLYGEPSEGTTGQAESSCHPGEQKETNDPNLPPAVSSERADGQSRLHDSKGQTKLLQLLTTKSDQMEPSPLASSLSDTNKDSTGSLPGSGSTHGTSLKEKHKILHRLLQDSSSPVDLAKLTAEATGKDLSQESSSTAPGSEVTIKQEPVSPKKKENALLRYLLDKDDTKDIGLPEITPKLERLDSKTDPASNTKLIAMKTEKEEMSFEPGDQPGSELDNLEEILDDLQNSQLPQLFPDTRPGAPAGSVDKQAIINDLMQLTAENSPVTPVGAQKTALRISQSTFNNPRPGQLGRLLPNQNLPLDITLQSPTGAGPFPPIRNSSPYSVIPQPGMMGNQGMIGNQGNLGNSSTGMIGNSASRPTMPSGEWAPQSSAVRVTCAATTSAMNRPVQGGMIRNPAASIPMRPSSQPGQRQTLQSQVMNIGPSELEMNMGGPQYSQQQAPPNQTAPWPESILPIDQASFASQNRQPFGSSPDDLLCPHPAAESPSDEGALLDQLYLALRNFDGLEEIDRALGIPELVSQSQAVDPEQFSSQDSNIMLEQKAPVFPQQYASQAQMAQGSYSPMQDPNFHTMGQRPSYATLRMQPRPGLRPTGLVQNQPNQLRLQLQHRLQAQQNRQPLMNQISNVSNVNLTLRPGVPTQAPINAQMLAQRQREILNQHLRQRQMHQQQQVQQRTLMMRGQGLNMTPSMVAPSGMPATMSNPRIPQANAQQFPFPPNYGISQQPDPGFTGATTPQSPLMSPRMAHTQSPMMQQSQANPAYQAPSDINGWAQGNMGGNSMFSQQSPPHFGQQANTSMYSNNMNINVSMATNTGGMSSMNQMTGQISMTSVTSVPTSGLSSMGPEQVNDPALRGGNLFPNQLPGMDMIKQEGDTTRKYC
NOD2-RIPK2 inh = NOD2-RIPK2 protein interaction inhibition | CHO BLA complementation NOD2-RIPK2, CCF4 ratio | 360,000 compounds, 0.38% hits | inhibition, % at 4.98 µM | O43353 | AID 624267; in the data active means inhibition above about 21%;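 further: 0% = vehicle only and 100% = reference blocker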
Vif inh = inhibitors of HIV Vif; HEK293T cells, Vif self-association by quenched fluorescence, imaging, 24 h; inhibition, % at 7.49 µM; 340,000 compounds, 0.35% hits; AID 602346; in the data active means inhibition above about 50%, passing the limit was not always enough; further: some results filed as inactive read as strong as hits
C8 TRAIL sens = caspase-8 TRAIL sensitization; NB7+C8 cells + TRAIL, ATPlite viability luminescence; 360,000 compounds, 1% hits; inhibition (viability loss, TRAIL sensitization), % at 10 µM;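 active means compounds causing at least 50% loss of cell viability in the single-dose screen, relative to plate controls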
EBV LMP1 NFkB = inhibitors of Epstein-Barr LMP1-induced NF-kappaB reporter; LMP1-induced NF-kappaB luciferase reporter cells, luminescence; inhibition, % at 12.5 µM; 350,000 compounds, 0.69% hits; AID 504558; in the data active means inhibition above about 41%;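 further: 0% = neutral control wells and 100% = reference inhibitor control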
NCOA1 inh = human NCOA1 inhibition. HEK293 GAL4-SRC1 luciferase reporter, luminescence. inhibition, % at 3.6 µM. 360,000 compounds, 0.12% hits. AID 588354;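 active means inhibition above the campaign mean plus 3 SD, with each screening campaign given its own cutoff, cut at about 60% in these data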;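 further: 0% = DMSO treated cells and 100% = gossypol at 36 µM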
NCOA3 inh = inhibitors of human steroid receptor coactivator 3 (SRC3) | 360,000 compounds, 0.17% hits | Q9Y6Q9 | HEK293 GAL4-SRC3 luciferase reporter, luminescence | inhibition, % at 3.6 µM;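 active means inhibition above a per-campaign cutoff, the mean of all compounds plus 3 SD, cut at about 60% in these data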;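 further: 0% = DMSO-treated cells and 100% = gossypol-treated cells at 36 µM; higher means less SRC3-driven luciferase light from the GAL4 reporter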
TLR9-MyD88 inh = TLR9-MyD88 interaction inhibition; Q9NR96+Q99836; 340,000 compounds, 0.21% hits; CHO BLA complementation TLR9-MyD88, CCF4 FRET ratio; inhibition, % at 4.98 µM;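 active means inhibition above the mean over all tested compounds plus 3 SD, cut at about 21% in these data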;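 further: 0% = DMSO only wells and 100% = clavulanate BLA inhibitor control wells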
LRH-1 inv ag = NR5A2 inverse agonism in reporter assay. HEK293T StAR-luciferase reporter, LRH-1 transfected, 24 h. AID 602396. inhibition, % at 3.6 µM. 360,000 compounds, 0.13% hits. O00482;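 active means inhibition above the mean inhibition of all tested compounds plus 3 SD, cut at about 73% in these data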;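 further: 0% = DMSO wells and 100% = reporter-only cells lacking LRH-1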
TROY signal inh = blocks TROY-dependent signaling in reporter cells; 360,000 compounds, 0.98% hits; AID 1347056; inhibition, % at 10 µM; Q293 LMP1-TROYcd NF-kB luciferase reporter, 4 h;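 active means compounds whose plate-normalised and pattern-corrected inhibition of the luciferase reporter signal at the single screening dose is 50% or more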
NR2F2 inh = NR2F2 (human) inhibition, primary screen. HEK293T NGFI-A luciferase reporter, luminescence. inhibition, % at 8.6 µM. 370,000 compounds, 0.7% hits. AID 686940;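 active means inhibition above a per-plate cutoff, mean inhibition of test wells between control levels plus 3 SD, cut at about 38% in these data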;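 further: cells cotransfected with COUP-TFII expression vector driving the NGFI-A reporter; 0% = median of COUP-TF2 test wells and 100% = reporter-only cells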
The depositor's hits bear a star; i = inactive; nt = not tested or not shown. An excerpt; the hit share may differ from the screen's.

SMILES	SRC2 inh	NOD2-RIPK2 inh	Vif inh	C8 TRAIL sens	EBV LMP1 NFkB	NCOA1 inh	NCOA3 inh	TLR9-MyD88 inh	LRH-1 inv ag	TROY signal inh	NR2F2 inh
CCn1c(=O)cc(OCC(=O)N2CCN(C(=O)c3ccco3)CC2)c2ccccc21	-24	-3	1	-9	-3	-18	-4	-1	30	-9	-33
O=C(CCN1CCCCCC1)c1ccccc1	5	-4	20	-14	0	-7	9	6	1	-2	2
COc1cccc(C2NC(CC(C)C)(C(=O)O)C3C(=O)N(Cc4ccccc4)C(=O)C23)c1O (stereo unspecified)	-8	-3	-2	7	-4	3	4	4	-10	1	10
CCOc1nc(SCCOc2ccc(Cl)cc2Cl)nc(N(C)C)n1	2	-6	-4	3	4	3	10	-7	-26	6	-5
CCN(C(=O)CSc1nc2cc(C(=O)O)ccc2c(=O)n1Cc1ccccc1)c1ccccc1	-18	-19	9	-1	5	-15	-6	11	12	2	3
Nc1ccc2c(c1)[nH]c(=O)c1ccccc12	-9	-5	14	4	-9	-15	-9	-12	-9	-13	-28
CC(=O)c1cnc(SCc2ccc(Cl)cc2)nc1C	-2	-3	-5	-6	-12	-3	-10	1	-12	-32	-10
Cc1ccc(C(=O)COc2ccc3ccc(=O)oc3c2)cc1	-13	-4	-14	8	-3	-15	0	1	8	-30	17
O=C(Cc1cccs1)Nc1nc(-c2ccc(F)c(F)c2)cs1	0	2	8	4	-16	-12	-1	-5	27	32	-9
Cc1cc(C(=O)COC(=O)C2=COCCO2)c(C)n1-c1ccccc1	39	16	-14	73*	72*	54	52	7	55	87*	65*
COc1ccc2c(c1)NC(c1ccc(N(C)C)cc1)c1cccn1-2 (stereo unspecified)	-11	-8	-5	20	-14	-2	0	-3	-5	-24	-19
CN(CCO)c1nc2c(c(=O)n(Cc3ccc(Cl)cc3)c(=O)n2C)n1C	1	5	8	-1	-5	-13	12	5	0	-6	-6
O=C(c1ccncc1)N1CCN(S(=O)(=O)c2cccc(C(F)(F)F)c2)CC1	-21	-3	-10	-1	7	14	12	-23	16	0	-1
Cc1ccccc1N(CC(=O)NCCSCc1ccccc1)S(C)(=O)=O	9	4	-1	4	-1	-3	13	4	18	6	7
O=C(/C=C/c1ccc(F)cc1)N1CC[C@@]2(O)CCCC[C@H]2C1	-9	3	0	1	6	-15	7	-6	-13	-13	-6
C/C(=N\N1C(C)CCCC1C)c1ccccc1O (stereo unspecified)	-26	0	6	32	-1	0	5	-4	-10	-1	-12
O=C(NCc1ccc(F)c(F)c1)C1Cc2c(-c3ccc4c(c3)OCO4)ccnc2O1 (stereo unspecified)	-9	1	nt	31	nt	6	4	nt	-5	23	-9
CCOc1ccc(CN2C(=O)c3ccccc3C2=O)cc1C(=O)N1CCC(C(N)=O)CC1	5	-2	9	-1	0	-9	9	2	19	9	-5
Cc1ccc2c(C)nc(Nc3nc(CSc4nc5ccccc5[nH]4)cc(=O)[nH]3)nc2c1	-32	-3	-17	41	-2	52	65*	5	8	68*	0
COCc1ccc(C(=O)Nc2cccc(S(=O)(=O)N(C)c3ccccc3)c2)cc1	27	-10	-9	20	12	10	11	4	14	33	29
COc1ccc(N/C(C)=C/C(=S)Nc2ccccc2)cc1	-55	1	nt	-1	-20	-55	-54	1	-57	-36	-24
COc1ccc(OC)c(C(=O)COC(=O)c2ccccc2O)c1	-41	4	3	13	7	-26	-43	-6	-3	-62	-20
COc1cccc(NC(=O)COC(=O)c2c(F)cccc2F)c1	-18	-1	0	-7	0	-12	11	4	-9	-32	-1
Cn1cc(Cl)c(C(=O)NC(=S)Nc2sc3c(c2C#N)CCCCC3)n1	9	-3	-2	6	14	-12	-6	0	-17	-41	-13
CCC1OC23CCCCC2C(C#N)(C(=N)O3)C1(C#N)C#N (stereo unspecified)	-3	-3	6	5	-12	-4	7	4	0	-4	7
COc1ncccc1-c1nnn(-c2ccc(Cl)nc2)n1	-39	-8	-3	-1	-22	-29	-37	-3	-55	-37	5
COc1ccc(C(=O)NCc2nnc(SCC(=O)Nc3nc4ccccc4s3)o2)cc1	0	1	7	-3	2	6	-1	-1	-30	18	7
Cc1ccc(S(=O)(=O)N(C)CC(=O)Nc2ccccc2N2CCCC2)cc1	2	3	1	6	3	-5	20	-11	7	6	12
COc1ccccc1NS(=O)(=O)c1cccc(C(=O)NNC(=O)C(C)NC(=O)c2ccco2)c1 (stereo unspecified)	2	0	12	17	-5	-7	-5	-10	13	-5	-4
O=C(NCC(=O)N(c1ccccc1F)C(C(=O)NCC1CCCO1)c1ccccc1)c1ccco1 (stereo unspecified)	5	-1	-4	-9	16	14	14	7	8	15	12
CN(C)c1ccc(NC(=O)c2cccc(C(=O)Nc3ccc(N(C)C)cc3)n2)cc1	-24	-16	nt	53*	4	-65	-42	-7	-64	11	4
CN(C)CCNC(=O)c1cccc2nc3cccc(F)c3nc12	i	1	-11	44	-1	13	25	-7	58	-95	-34
O=C(CSc1ccccc1)N1CCN(c2ccccn2)CC1	-47	-7	13	2	-25	-20	-14	-1	-14	-20	9
O=C(N/N=C/c1ccccc1)C(O)c1ccccc1 (stereo unspecified)	-23	5	38	-9	1	-61	-13	1	19	-7	4
CCNc1c(NC(=O)COc2ccc(Cl)cc2)c(=O)oc2ccccc12	-33	5	-2	9	2	11	7	-4	8	13	-1
Cc1nn(CC(=O)N2CCN(c3ccc(Cl)cc3)CC2)c(=O)c2cccn12	14	5	10	-3	8	4	1	4	8	16	6
COc1ccc(-c2cc3c(=O)n(CC(=O)Nc4ccc(Cl)cc4)ncn3n2)cc1	-30	5	4	6	-2	-5	-13	2	-17	13	5
O=C(NC(Cc1ccccc1)c1ccc2c(c1)OCCCO2)c1ccccc1F (stereo unspecified)	0	-2	7	-10	1	-2	-4	-6	3	-7	4
O=C(Nc1ccc(OC(=O)c2ccncc2)cc1)c1ccncc1	-8	-5	9	-16	31	13	8	-2	1	19	2
CC(NC(=O)c1ccccc1NC(=O)c1ccco1)c1ccccc1 (stereo unspecified)	18	-4	1	-1	-6	-2	3	-4	-4	1	5
COCCNc1nc2nonc2nc1N1C[C@H]2CC[C@H]1C2	-5	-4	9	-13	-1	0	21	0	-1	-3	5
O=C(NCCN1CCOCC1)C1CCC(=O)N1C1CCCCC1 (stereo unspecified)	3	-8	0	-5	-11	1	5	-1	1	-2	-2
CC1(C)CC(=S)Nc2ccccc2S1	0	2	3	1	6	-21	8	2	10	-8	7
Cc1cc(=O)[nH]c(N/N=C/c2ccc(F)cc2)n1	-6	-7	0	1	-3	-4	-20	4	1	-29	13
COc1ccc(NC(=O)COC(=O)c2ccc(OCc3ccccc3Cl)c(OC)c2)c(OC)c1	8	-4	-8	15	-6	-5	11	-7	-15	-24	-16

Three entries from above, as labelled records:
CN(C)c1ccc(NC(=O)c2cccc(C(=O)Nc3ccc(N(C)C)cc3)n2)cc1
  SRC2 inh: -24; NOD2-RIPK2 inh: -16; Vif inh: nt; C8 TRAIL sens: 53*; EBV LMP1 NFkB: 4; NCOA1 inh: -65; NCOA3 inh: -42; TLR9-MyD88 inh: -7; LRH-1 inv ag: -64; TROY signal inh: 11; NR2F2 inh: 4

COc1ccc(NC(=O)COC(=O)c2ccc(OCc3ccccc3Cl)c(OC)c2)c(OC)c1
  SRC2 inh: 8; NOD2-RIPK2 inh: -4; Vif inh: -8; C8 TRAIL sens: 15; EBV LMP1 NFkB: -6; NCOA1 inh: -5; NCOA3 inh: 11; TLR9-MyD88 inh: -7; LRH-1 inv ag: -15; TROY signal inh: -24; NR2F2 inh: -16

CC(NC(=O)c1ccccc1NC(=O)c1ccco1)c1ccccc1 (stereo unspecified)
  SRC2 inh: 18; NOD2-RIPK2 inh: -4; Vif inh: 1; C8 TRAIL sens: -1; EBV LMP1 NFkB: -6; NCOA1 inh: -2; NCOA3 inh: 3; TLR9-MyD88 inh: -4; LRH-1 inv ag: -4; TROY signal inh: 1; NR2F2 inh: 5

Next part.
SMILES	SRC2 inh	NOD2-RIPK2 inh	Vif inh	C8 TRAIL sens	EBV LMP1 NFkB	NCOA1 inh	NCOA3 inh	TLR9-MyD88 inh	LRH-1 inv ag	TROY signal inh	NR2F2 inh
Cc1oc(-c2ccc(Cl)cc2)nc1CS(=O)CC(=O)NC1CCCC1 (stereo unspecified)	17	-5	0	-7	-4	13	-12	-3	-9	-12	2
Cc1ccc(NC(=S)N(Cc2ccco2)C(C)c2cccs2)c(Cl)c1 (stereo unspecified)	15	0	-2	14	7	-23	4	-10	12	-4	3
O=C(CN1CCN(S(=O)(=O)c2ccc3c(c2)OCCO3)CC1)Nc1ccccc1Br	17	-7	-1	5	-4	-10	-2	3	14	8	7
O=C(OCc1cn([C@H]2CN(Cc3cccs3)[C@@H](c3ccc(Cl)cc3)C[C@@H]2O)nn1)c1ccccc1	17	4	17	-2	2	-2	2	6	7	0	15
O=C(COC(=O)CNC(=O)C1CCCCC1)Nc1cc(C(F)(F)F)ccc1Cl	12	-5	nt	19	9	2	-18	1	-6	-8	-7
CNC(=O)c1cc2c(-c3ccccc3)nn(C)c2s1	11	-6	0	-2	-4	4	-7	-53	20	-19	-29
OCc1ccnc2oc3ccccc3c12	-6	-2	-2	-4	5	-13	13	-2	4	3	-1
O=C(NC1CC1)c1cccc(NC(=O)c2cnn(-c3ccccc3)n2)c1	-1	-15	-1	20	3	2	22	-7	-25	-20	4
Cc1cc(OC(C)C(=O)NCc2cccnc2)c2c(C)cc(=O)oc2c1 (stereo unspecified)	1	-4	-2	3	-2	13	3	-14	-5	5	-1
Cc1ccc(-c2csc(N3CCN(c4cc5c(cc4Cl)nc(C(C)N)n5CCCO)CC3)n2)cc1 (stereo unspecified)	-20	3	0	-15	7	-13	1	4	18	7	-5
O=C(COCCOCC(=O)N(c1ccccn1)C1CCCCC1)N(c1ccccn1)C1CCCCC1	0	3	6	-18	0	8	7	2	12	-7	2
Cc1cccc(-c2ccc3ncnc(NCc4cccnc4)c3c2)c1	-6	3	-5	-5	-9	8	1	9	-8	3	-7
Cc1ccc(NCc2nnc(SCC(N)=O)o2)c(C)c1	1	0	3	6	-14	14	14	11	13	-2	0
CCOc1ccccc1C(O)C1=CC(=O)c2ccccc2C1=O (stereo unspecified)	-35	-2	10	3	-31	-15	-25	-4	15	7	14
Cc1cc(C)n(-c2nc3ccccc3nc2N2CCN(C(=O)c3ccccc3)CC2)n1	-12	-2	-5	-3	-15	-16	5	4	20	-21	-4
CC(=O)c1ccc(N2CCCCC2)c(F)c1	-8	-3	2	2	-1	-6	-2	-8	-7	-29	-3
NC(=O)CC(NC(=O)Cc1ccc(Cl)cc1)c1ccc(N2CCN(c3ccccn3)CC2)c([N+](=O)[O-])c1 (stereo unspecified)	21	0	-2	-19	10	5	11	7	-7	-11	-1
COc1ccc(OC)c(CNC(=O)Cc2c(C(=O)O)[nH]c3ccccc23)c1	-15	3	0	-7	0	-6	13	4	-14	-1	5
CCc1nnc(NC(=O)CSc2nnc(-c3ccncc3)n2C)s1	5	-2	11	-17	1	2	1	4	1	11	17
CC1ON=C(c2cccc3ccccc23)N(C)C1=O (stereo unspecified)	2	5	0	5	nt	4	2	nt	-15	-4	-16
COc1ccc(OC)c(/C=N/NC(=O)CCc2n[nH]c(=O)[nH]c2=O)c1	0	-1	-11	-3	2	6	11	2	6	3	-12
CC1CCCC(C)N1C(=O)C1CCCCC1 (stereo unspecified)	8	6	-11	-6	-7	18	23	2	-12	-14	-2

Bioassay records deposited in PubChem BioAssay by several laboratories.
